High-throughput results from PubChem BioAssay.
Lamin A splicing = modulators of lamin A splicing; HeLa LMNA splicing GFP/RFP minigene ratio, 48 h; Potency, µM (highest dose often 46.1 µM), for inactives: top-dose ratio change, negative = inhibition, hits mostly inhibitors; hit rate 0.01% among 200,000; AID 1487; active means well fitted inhibition curve with a large enough effect in the signal ratio, with a control signal flat, not every such curve was filed as active; inconclusive means small, poorly fitted or top-dose-only effect, or effect the other way, or a change in a side signal; the % refers to the signal ratio; further: on the % scale 0 is the no-effect control and ±100 the full control effect
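Read-out is the ratio of GFP to DsRed2 object intensity, acquired by 488 nm laser-scanning cytometry on HeLa lamin A-EGFP minigene reporter cells. Compound incubation 48 hrs at 37 °C in Opti-MEM with 2% FBS; DMSO 0.5% final.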
L3MBTL1 block = L3MBTL1 (human) inhibition. Q9Y468. AlphaScreen L3MBTL1–H3K9me1 peptide binding. Potency, µM (series often up to 57.1 µM), without a hit: at the highest dose activity, negative = inhibition, usual class: inhibitors. hit rate 0.66% among 230,000. AID 485360; further: on the % scale 0 is the no-effect control and ±100 the full control effect; nearly all actives have a fitted effect of over 60% in size
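AlphaScreen proximity signal between nickel-chelate acceptor and streptavidin donor beads (final 10 ug/mL) reports binding of 50 nM L3MBTL1 to 75 nM biotin-H3 K9me1 peptide; complex incubated with compounds 30 min at room temperature; cefsulodin titration as control.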
Luc counter = blocks Kinase-Glo luciferase, a counter-screen artifact; hit rate 0.28% among 200,000; Potency, µM (doses to about 38.3 µM), for inactives: at the highest dose activity change, negative = inhibition, most hits filed as inhibitors; Kinase-Glo luciferase, ATP luminescence, 8 min; further: on the % scale 0 is the no-effect control and ±100 the full control effect; nearly all actives have a fitted effect of over 60% in size
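Inhibition of Kinase-Glo luciferase light generation was assessed at 10 uM ATP in pH 7.2 imidazole buffer, with luminescence measured after eight minutes at ambient temperature.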
KDM4E inh = blocks human JMJD2E demethylase activity; JMJD2E catalytic domain, FDH-coupled NADH fluorescence (FDH is formaldehyde dehydrogenase); Potency, µM (series often up to 57.1 µM), inactives show top-dose activity change, negative = inhibition, hits mostly inhibitors; hit rate 1.6% among 230,000; active means well fitted inhibition curve with a large enough effect, not every such curve was filed as active; inconclusive means small, poorly fitted or top-dose-only effect, or another doubt; inactive means no such curve, though single readings can be large or run the other way;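 further: 0% = wells with enzyme and -100% = buffer wells without enzyme; nearly all actives have a fitted effect of over 50% in size; many of its hits are not listed in these tables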
Target sequence (B2RXH2 1-337 limits assumed): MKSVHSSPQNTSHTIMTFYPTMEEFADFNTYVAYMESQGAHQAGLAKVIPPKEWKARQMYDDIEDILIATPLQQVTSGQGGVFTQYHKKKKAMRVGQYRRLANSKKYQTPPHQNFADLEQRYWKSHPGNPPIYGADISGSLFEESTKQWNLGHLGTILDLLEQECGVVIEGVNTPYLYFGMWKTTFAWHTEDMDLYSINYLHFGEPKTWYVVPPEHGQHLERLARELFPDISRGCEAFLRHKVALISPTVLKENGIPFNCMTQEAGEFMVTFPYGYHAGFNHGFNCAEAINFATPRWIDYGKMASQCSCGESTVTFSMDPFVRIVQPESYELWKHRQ
RECQ1 inh = inhibitors of human RECQ1 DNA helicase. RECQ1 DNA unwinding, red fluorescence kinetic read. hit rate 0.54% among 240,000. Potency, µM (titrated, usually from 57.3 µM), inactives show at the top dose activity, negative = inhibition, hits mostly inhibitors. P46063;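 further: plate controls were vehicle for no effect and no enzyme for full effect; nearly all actives have a fitted effect of over 30% in size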
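50 nM RECQ1T1 preincubated 15 min with compound in Tris pH 8.0 buffer with MgCl2, DTT, Tween-20 and 2.5 ug/ml poly(dI-dC); started with 200 nM TAMRA/BHQ-2 forked duplex and 2 mM ATP. Unwinding read as fluorescence (525/598 nm), two reads 2 h apart.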
SMN2 splice up = SMN2 splice variant enhancement | HEK293 SMN2-luciferase splicing reporter, luminescence, 30-36 h | Potency, µM (doses to about 46.1 µM), without a hit: at the top dose activity change, positive = activation, most hits filed as activators | hit rate 2.8% among 210,000 | AID 1458; further: % of control where 0% means no effect; nearly all actives have a fitted effect of over 55% in size
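qHTS luciferase splicing reporter: luminescence rises when SMN2 exon 7 is included in transfected HEK293 cells. Compound exposure lasted 30-36 h at 37C, with 4.5 mM final sodium butyrate as control, followed by a ONE-Glo read.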
ALDH1A1 inh = ALDH1A1 (human) enzyme inhibition | hit rate 7.3% among 220,000 | P00352 | Potency, µM (series often up to 75.3 µM), for inactives: at the highest dose activity, negative = inhibition, usual class: inhibitors | Purified ALDH1A1, NADH fluorescence, propionaldehyde substrate; active means well fitted inhibition curve with a large enough effect, not every such curve was filed as active; inconclusive means small, poorly fitted or top-dose-only effect, or another doubt; inactive means no such curve, though single readings can be large or run the other way;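 further: plate controls were no enzyme wells and a reference inhibitor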
Target sequence (P00352 whole entry, looked up): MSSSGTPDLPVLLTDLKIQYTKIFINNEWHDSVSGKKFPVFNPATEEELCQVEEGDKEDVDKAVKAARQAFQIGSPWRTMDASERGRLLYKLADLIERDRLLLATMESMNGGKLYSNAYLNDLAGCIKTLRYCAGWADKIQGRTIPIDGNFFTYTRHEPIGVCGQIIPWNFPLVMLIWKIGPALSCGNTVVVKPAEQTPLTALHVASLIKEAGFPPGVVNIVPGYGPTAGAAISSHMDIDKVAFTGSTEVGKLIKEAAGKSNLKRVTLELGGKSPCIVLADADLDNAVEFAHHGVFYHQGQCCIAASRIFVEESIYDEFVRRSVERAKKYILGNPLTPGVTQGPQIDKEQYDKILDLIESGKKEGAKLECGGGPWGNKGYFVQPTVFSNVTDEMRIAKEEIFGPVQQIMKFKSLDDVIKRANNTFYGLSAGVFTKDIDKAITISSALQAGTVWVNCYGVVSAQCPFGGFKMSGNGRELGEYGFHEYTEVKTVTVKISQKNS
Tau fibril ThT = blocks human tau fibril formation measured by thioflavin T. P10636. recombinant tau K18 P301L (four-repeat tau fragment), heparin-induced fibrillization, ThT fluorescence. Potency, µM (top dose mostly 57.4 µM), inactives show top-dose activity, negative = inhibition, hits mostly inhibitors. hit rate 2.1% among 270,000. AID 1460; further: on the % scale 0 is the no-effect control and ±100 the full control effect; nearly all actives have a fitted effect of over 55% in size
Target sequence (P10636 561-689 P618L limits assumed): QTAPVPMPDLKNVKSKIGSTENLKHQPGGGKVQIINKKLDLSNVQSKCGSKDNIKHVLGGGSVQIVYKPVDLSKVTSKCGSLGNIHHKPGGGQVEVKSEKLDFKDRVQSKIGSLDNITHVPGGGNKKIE
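Heparin-induced (20 uM) aggregation of recombinant human K18 P301L tau, 15 uM unlabeled with 0.24 uM labeled, pH 7 acetate buffer, 6 hr at 37 C with compound. Fibrils quantified by 30 uM ThT fluorescence after 1 hr ambient incubation.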
Numbers without * were called inactive; i = inactive; ? = inconclusive; nt = not tested or not shown; & = joins results of further samples; [ ] = dose if it differs, or a comment. Unless noted, the call rests on the fitted dose curve; in most records, active means well fitted curve in the direction sought with a large enough effect; inconclusive means small, poorly fitted or top-dose-only effect, or another doubt; inactive means no such curve, though single readings can be large; an effect the other way counts as inactive or inconclusive. Potency means the concentration at half of the fitted maximal effect. An excerpt; count on the stated rates, not on these rows.

SMILES	Lamin A splicing	L3MBTL1 block	Luc counter	KDM4E inh	RECQ1 inh	SMN2 splice up	ALDH1A1 inh	Tau fibril ThT
CC(=O)Nc1cccc(-c2nnc(SCc3ccccc3C#N)n2C)c1	-1%	nt	-3%	5%	0%	3%	?	-12%
CC(C)(C)c1ccc(C(=O)C2CCCN(C(=O)CN3CCCC3=O)C2)cc1 (stereo not given)	nt	-1%	nt	-17%	i	nt	?	-3%
Cc1ccc(C2(C)NC(=O)N(CC(=O)NCCC3=CCCCC3)C2=O)cc1 (stereo not given)	5%	nt	-3%	2%	i	-7%	-4%	-9%
Cc1nc2ccc(NC(=O)c3cc([N+](=O)[O-])cc([N+](=O)[O-])c3Cl)cc2s1	?	-9%	0%	-4%	-2%	2%	?	0%
O=c1cc(Nc2ccc3c(c2)OCCO3)[nH]c(=O)n1C1CCCCC1	?	-2%	0%	-5%	-6%	22%	1µM*	-1%
CC(=O)NNc1ncnc2c1cnn2-c1ccccc1	-2%[46 µM]	-7%	2%	-23%	i	7%	-1%	-4%&-1%
O=C(O)C1C(c2ccccc2)C(C(=O)Oc2ccc(O)cc2)C1c1ccccc1 (stereo not given)	-6%	nt	2%	-5%	3%	22%	6%	-12%
COc1ccc2c(c1)O[C@H](c1ccc3c(c1)OCO3)[C@@H](OC(=O)NC1CCCC1)C2=O	nt	nt	2%	-5%	-2%	-3%	-13%	-6%
CCOCCCNc1nc2nc3ccc(C)cn3c(=O)c2cc1C(=O)NCC1CCCO1 (stereo not given)	nt	?	3%	-14%	12%	-43%	?	0%
COc1ccc(C(=O)Nc2sc(C)c(C)c2CN2CCOCC2)cc1	?	-16%	0%	?	-18%	13µM*	?	?
Cc1ncc(N=Nc2ccc(F)cc2)c(-c2ccc(Cl)cc2)n1	-4%	1%	3%	6%	-1%	-1%	9%	-15%
CCN=C(N/N=C/c1ccc([N+](=O)[O-])cc1)SC	14%	17%	3%	-7%	-3%	5%	?	-9%

Taken from above, nine compounds:
SMILES	Lamin A splicing	L3MBTL1 block	Luc counter	KDM4E inh	RECQ1 inh	SMN2 splice up	ALDH1A1 inh	Tau fibril ThT
CC(=O)Nc1cccc(-c2nnc(SCc3ccccc3C#N)n2C)c1	-1%	nt	-3%	5%	0%	3%	?	-12%
CC(C)(C)c1ccc(C(=O)C2CCCN(C(=O)CN3CCCC3=O)C2)cc1 (stereo not given)	nt	-1%	nt	-17%	i	nt	?	-3%
Cc1ccc(C2(C)NC(=O)N(CC(=O)NCCC3=CCCCC3)C2=O)cc1 (stereo not given)	5%	nt	-3%	2%	i	-7%	-4%	-9%
Cc1nc2ccc(NC(=O)c3cc([N+](=O)[O-])cc([N+](=O)[O-])c3Cl)cc2s1	?	-9%	0%	-4%	-2%	2%	?	0%
O=c1cc(Nc2ccc3c(c2)OCCO3)[nH]c(=O)n1C1CCCCC1	?	-2%	0%	-5%	-6%	22%	1µM*	-1%
CC(=O)NNc1ncnc2c1cnn2-c1ccccc1	-2%[46 µM]	-7%	2%	-23%	i	7%	-1%	-4%&-1%
O=C(O)C1C(c2ccccc2)C(C(=O)Oc2ccc(O)cc2)C1c1ccccc1 (stereo not given)	-6%	nt	2%	-5%	3%	22%	6%	-12%
COc1ccc2c(c1)O[C@H](c1ccc3c(c1)OCO3)[C@@H](OC(=O)NC1CCCC1)C2=O	nt	nt	2%	-5%	-2%	-3%	-13%	-6%
CCOCCCNc1nc2nc3ccc(C)cn3c(=O)c2cc1C(=O)NCC1CCCO1 (stereo not given)	nt	?	3%	-14%	12%	-43%	?	0%

Going on with the list:
SMILES	Lamin A splicing	L3MBTL1 block	Luc counter	KDM4E inh	RECQ1 inh	SMN2 splice up	ALDH1A1 inh	Tau fibril ThT
CCC1=C(OC(=O)N(CC)CC)N2C(=O)OC(=NCC3CC3)[C@]2(C)[C@H]2C1=CC[C@H]1C(=O)N(C)C(=O)[C@H]12	nt	nt	-2%	16%&-4%	-7%	1%	5%	-16%&1%
CSc1nc(N(C)NC(=O)c2cccc(C)c2)c2ccccc2n1	?	7%	-5%	-2%	-1%	-25%	-1%	-15%
O=C(COc1ccc2ccccc2c1)NNC(=O)c1ccc([N+](=O)[O-])cc1	9%[46 µM]	-23%	-1%	-16%	-10%	nt	8%	?
COCC(=O)Nc1cc(C(=O)Nc2ccccc2C)ccc1Cl	2%	4%	-9%	5%	-5%	11%	-15%	-14%
O=C(NNc1nc(-c2ccccc2)c2cc(Br)ccc2n1)c1ccc(S(=O)(=O)N2CCOCC2)cc1	?	-15%	-2%	1%	?	-17%	2%	-21%
Cc1ncc(CO)c(/C=N/NC(=O)c2cc(Br)ccc2O)c1O	nt	nt	1%	?	-9%	-17%	4%	?
Cc1n[nH]c(=S)n1-c1cccc(Cl)c1	-1%	-3%	-1%	-7%	-4%	-5%	-8%	1%
CCOP(=O)(OCC)C(NC(=O)Nc1c(C)cc(C)cc1C)c1ccccc1 (stereo not given)	-6%[46 µM]	nt	-1%	-9%	-4%	-5%	-5%	4%
CCN(c1ccccc1)S(=O)(=O)c1ccc2[nH]cc(C(=O)NCCOC)c(=O)c2c1	-19%	-13%	1%	?	-5%	-20%	-1%	8%
O=C(Nc1cccc(Cl)c1)c1ccc(-n2cncn2)c([N+](=O)[O-])c1	-8%	-8%	1%	8%	-5%	-15%	17%	-22%
CCOC(=O)CSc1nc2sc(C)c(C)c2c(=O)[nH]1	14%	?	1%	-2%	0%	7%	-6%	-3%
COc1ccc(C(=O)c2c[nH]cc2-c2ccccc2)cc1	7%	-19%	-5%	8%	7%	11%	?	-1%
O=C(OCC(=O)N1CCOCC1)c1ccc[nH]c1=O	4%	4%	-5%	-7%	-5%	-11%	2%	-7%
Cc1ccc(/C=C/C(=O)c2ccccc(=O)c2O)cc1C	?	-14%	-4%	28µM*	-15%	-101%[inhibitor]	?	13µM*
Cc1ccc(S(=O)(=O)Cc2nc3ccccc3c(=O)[nH]2)cc1	6%	4%	-3%	-9%	-2%	-7%	-9%	-4%
CCOC(=O)c1cc(=O)n2nc(-c3ccccc3F)nc2s1	11%	nt	-5%	-2%	-4%	17%	?	-8%
CN1/C(=C/C(=O)c2ccc(Cl)cc2)Sc2cc3c(cc21)OCO3	-8%	-10%	1%	3%	0%	?	4%	8%
CCOC(=O)c1c(C)nc2sc3c(=O)n(-c4ccc(OC)cc4)cnc3c2c1-c1ccc(OC)cc1	16%	14%	-2%	11%	i	-2%	-7%	2%
CCCN1C(=O)c2ccc(C(=O)NCc3ccco3)cc2C1=O	5%	1%[11.4 µM]	-1%	1%	3%	2%	6.3µM*	-10%
Cc1cc(C)n(C2CC(=O)N(c3ccc(Cl)c(Cl)c3)C2=O)n1 (stereo not given)	nt	12%	nt	-2%	-3%	nt	?	-14%
CCOC(=O)c1nnn(-c2nc(N3CCCC3)nc(N3CCCC3)n2)c1-c1ccccc1	20%	3%	1%	-1%	i	-24%	4%	-18%
CCCc1cc(=O)n2[nH]c(NCc3ccccc3F)nc2n1	11%	nt	-4%	?	i	13%	0%	-14%
Nc1ncnc(Sc2ccccc2)c1[N+](=O)[O-]	?	-10%	5%	-1%	0%	-32%[inhibitor]	-9%	?
CCN(CC)c1ccc2c(C)c(CN3CCOCC3)c(=O)oc2c1	7%	20%	11%	?	-7%	-11%	?	-5%
COc1cc(C(=O)OCC(=O)NC2CCS(=O)(=O)C2)c([N+](=O)[O-])cc1OC (stereo not given)	?	nt	1%	-15%	i	1%	6%	-3%
CC1CCCC(C)N1C(=O)Cn1c(SCC(=O)NCc2ccc3c(c2)OCO3)nc2ccccc21 (stereo not given)	?	-4%	4%	-1%	-12%	15%	?	-2%
Cc1csc2nc(CSc3nc4ccccc4o3)c(Br)n12	1%	nt	-5%	0%	9%	?	22µM*	?
COc1ccccc1CNC(=O)c1cnc2sccn2c1=O	-5%	-5%	3%	-26%	-11%	-7%	1%	-2%
CCCCC(=O)N1CCCC(C(=O)OCC)C1 (stereo not given)	2%	nt	-2%	1%	7%	-1%	10%	-4%
Cc1ccc(-c2noc(-c3ccno3)n2)cc1	nt	13%	nt	10%	i	nt	-6%	-14%
O=C(O)c1cccc(NC(=O)c2cccc(S(=O)(=O)N3CCc4ccccc4C3)c2)c1	20%[46 µM]	2%	1%	11%	i	-3%	1%	2%
COCCn1c(C)cc(C2=NNC(=NC3CC3)SC2)c1C	nt	nt	7.1µM*	-6%	-4%	-103%[inhibitor]	-3%	?
Cc1ccc(C)c(NC(=O)CSc2nnc([C@@H]3CCCN3C(=O)OC(C)(C)C)o2)c1	3%	-12%	nt	-3%	-5%	nt	5%	-2%
CC(=O)OC(C(=O)NCc1ccco1)c1ccncc1 (stereo not given)	-5%	2%	-5%	-6%	0%	-1%	3%	-8%
CCN1CCN(C(=O)c2ccc3c(=O)n(CCC4=CCCCC4)c(=O)[nH]c3c2)CC1	-9%	0%	-5%	1%	i	-66%[inhibitor]	?	-7%
CC(C)NC(=O)CCCc1cn(C)c2ccccc12	15%	-6%	-1%	?	1%	9%	-4%	-6%
CCn1cc(C(=O)NCC2CCCO2)c(=O)c2cc(F)c(N3CCN(C)CC3)cc21 (stereo not given)	2%	1%	0%	?	5%	4%	?	15%
O=C1NCCN/C1=C\C(=O)c1ccc(F)cc1	nt	-4%	nt	-1%	0%	nt	nt	-9%
N#C/C(=C\c1c(N(Cc2ccccc2)Cc2ccccc2)nc2ccccn2c1=O)C(N)=O	1%	-17%	0%	-4%	-9%	-10%	?	?
Cc1cc(C)nc(/N=C(\N)Nc2ccc(OCc3ccccc3)cc2)n1	?	-15%	2%	12%	19%	nt	-2%	-9%
Cc1ccc(S(=O)(=O)c2nc(-c3cccs3)oc2SCC(N)=O)cc1	9%	-9%	-2%	-8%	11%	-1%	?	?
Cn1c(CCN2CCCCC2)nc2cc([N+](=O)[O-])ccc21	?	-12%	-4%	-2%	-5%	-14%	?	-4%
